Screening results from PubChem.
NCI-60 one-dose screen, 48 h, at 10 µM unless noted. Numbers give growth in % (100 = growth as untreated, 0 = no growth, -100 = all killed).
RXF 393: RXF 393 renal cancer cells | 77,000 compounds, 6.9% hits | AID 1794773
ACHN: ACHN renal cancer; AID 1794771; 81,000 compounds, 4.9% hits
CAKI-1: CAKI-1 renal cancer; 75,000 compounds, 4.7% hits; AID 1794772
A498: A498 renal cancer cells; 76,000 compounds, 5.4% hits; AID 1794774
SN12C: SN12C renal cancer cells; AID 1794767; 81,000 compounds, 3.8% hits
TK-10: TK-10 renal cancer cells | 81,000 compounds, 3.9% hits
U251: U251 CNS tumor cells; 80,000 compounds, 5.4% hits
786-0: 786-0 renal cancer cells. 81,000 compounds, 5.1% hits. AID 1794775
UO-31: UO-31 renal cancer; AID 1794768; 81,000 compounds, 5.2% hits
Starred values were filed as active, the others as inactive; · = no result given; & = joins results of further samples. How the source made its calls: active means growth percent below 10; inactive means the rest.

Short forms – A = RXF 393; B = ACHN; C = CAKI-1; D = A498; E = SN12C; F = TK-10; G = U251; H = 786-0; I = UO-31
COc1ccc(N2C(=O)C(OC)C2c2ccc(C)cc2)cc1 (stereo not drawn)
  A = 132 | B = 103 | C = 86 | D = 93 | E = 100 | F = 96 | G = 100 | H = 98 | I = 90
c1ccc(-c2ccc3c(c2)C2(CCNCC2)CN3)cc1
  A = 112 | B = 93 | C = 93 | D = 104 | E = 99 | F = 125 | G = 102 | H = 95 | I = 66
Oc1ccc2c(c1)CCCC2
  A = 115 | B = 88 | C = 91 | D = 98 | E = 88 | F = 105 | G = 94 | H = 105 | I = 66
OCc1ccc(Cl)c(Cl)c1
  A = 110 | B = 105 | C = 113 | D = 97 | E = 98 | F = 104 | G = 98 | H = 98 | I = 110
C1CCC2=NCCCN2CC1
  A = 114 | B = 115 | C = 102 | D = 99 | E = 87 | F = 95 | G = 113 | H = 103 | I = 103
Nc1[nH]c(=S)nc2oc(-c3ccccc3)c(-c3ccccc3)c12
  A = 93 | B = 101 | C = 109 | D = 91 | E = 97 | F = 114 | G = 103 | H = 103 | I = 87
c1ccc2c([C@@H]3CCCCCC[C@H](c4c[nH]c5ccccc45)c4c3[nH]c3ccccc43)c[nH]c2c1
  A = 92 | B = 86 | C = 79 | D = · | E = 89 | F = 133 | G = 104 | H = 81 | I = 76
CSC1=Nc2c(c(C)c(C)n2CCCC(=O)NCCc2cnc[nH]2)C2=NC(=O)CN12
  A = 116 | B = 112 | C = 111 | D = 107 | E = 100 | F = 139 | G = 101 | H = 110 | I = 85
O=S(=O)(Oc1ccc(-c2ccc3sccc3c2)cc1)c1ccccc1
  A = 97 | B = 112 | C = 87 | D = 89 | E = 98 | F = 100 | G = 108 | H = 100 | I = 98
O=C(NCCc1ccccn1)C(O)C(Cc1ccccc1)N(Cc1ccccc1)Cc1ccccc1 (stereo not drawn)
  A = 49 | B = 77 | C = 51 | D = 80 | E = 87 | F = 92 | G = 74 | H = 71 | I = 59
CCCN=Cc1ccccc1
  A = 117 | B = 111 | C = 107 | D = 129 | E = 95 | F = 109 | G = 103 | H = 106 | I = 70
CCC(C)OC(=O)/C=C\C(=O)NC(N)=O (stereo not drawn)
  A = 111 | B = 97 | C = 83 | D = 124 | E = 96 | F = 81 | G = 88 | H = 94 | I = 86
c1ccc2c(-c3nn4cc(-c5ccncc5)nc4s3)c[nH]c2c1
  A = 95 | B = 64 | C = 87 | D = 96 | E = 72 | F = 104 | G = 69 | H = 98 | I = 46
Cn1cc(-c2nn3c(=O)cc(-c4ccsc4)nc3s2)c2ccccc21
  A = 106 | B = 109 | C = 97 | D = 94 | E = 100 | F = 137 | G = 106 | H = 101 | I = 89
COc1cc(-c2nc(N=Nc3c(O)[nH]c4ccc(Br)cc34)[nH]c(=O)c2C#N)cc(OC)c1OC
  A = 102 | B = 101 | C = 91 | D = · | E = 97 | F = 111 | G = 100 | H = 100 | I = 90
COc1ccc2cc(-c3ccnc4c(N=Nc5ccc(C)cc5)c(-c5ccccc5)nn34)ccc2c1
  A = 65 | B = 97 | C = 84 | D = 79 | E = 89 | F = 90 | G = 73 | H = 71 | I = 66
C/C(=C(\c1ccc(OCCN2CCCCCC2)cc1)c1ccc(OC(=O)C2CCCCC2)cc1)c1ccc(Cl)cc1
  A = 82 | B = 96 | C = 90 | D = 89 | E = 78 | F = 92 | G = 80 | H = 37 | I = 62
Cc1ccccc1S(=O)(=O)O
  A = 105 | B = 103 | C = 95 | D = 96 | E = 103 | F = 117 | G = 100 | H = 105 | I = 93
COc1ccc(/C=C/c2nc(Nc3cccc(NC(=O)Nc4ccc(Cl)cc4)c3)c3ccccc3n2)cc1
  A = 101 | B = 98 | C = 80 | D = · | E = 98 | F = 129 | G = 95 | H = 103 | I = 73
CC(C)Oc1ccc(/C(O)=C2\C(=O)C(=O)N(c3nccs3)C2c2ccc(F)cc2)cc1 (stereo not drawn)
  A = 118 | B = 81 | C = 86 | D = 79 | E = 102 | F = 115 | G = 88 | H = 95 | I = 102
O=C1c2ccccc2C2=Cc3ccccc3C(O)N12 (stereo not drawn)
  A = 118 | B = 96 | C = 100 | D = 113 | E = 98 | F = 97 | G = 94 | H = 102 | I = 95
CC1(C)CC(=O)C2=C(C1)OC(N)=C(C#N)C2c1cc2ccccc2n2nnnc12 (stereo not drawn)
  A = 108 | B = 106 | C = 104 | D = 119 | E = 94 | F = 96 | G = 99 | H = 94 | I = 81
CCN1[C@@H]2CC[C@H]1/C(=C\c1cc(OC)ccc1OC)C1=C2[C@@H](c2cc(OC)ccc2OC)C(C#N)=C(N)O1
  A = 105 | B = 105 | C = 101 | D = 84 | E = 100 | F = 107 | G = 97 | H = 92 | I = 80
O=C(Nc1cccc([N+](=O)[O-])c1)c1ccc(C(=O)Nc2cccc([N+](=O)[O-])c2)cc1
  A = · | B = 109 | C = 103 | D = 113 | E = 101 | F = 115 | G = · | H = 103 | I = 96
CC(C)=CC/C=C(/C)[C@H]1CC[C@]2(C)[C@@H]1CC[C@@H]1[C@@]3(C)C/C(=C/c4ccc(Br)cc4)C(=O)C(C)(C)[C@@H]3CC[C@]12C
  A = 97 | B = 92 | C = 67 | D = 88 | E = 95 | F = 116 | G = · | H = 98 | I = 78
O=C(Nc1cccc(C(F)(F)F)c1)c1cc(-c2ccc(F)cc2F)ccc1O
  A = -26* | B = 5.7* | C = -21* | D = -39* | E = 2.1* | F = 13 | G = 10 | H = 15 | I = -14*
N#CCCOCNC(=O)NCOCCC#N
  A = 104 | B = 108 | C = 106 | D = 131 | E = 110 | F = 116 | G = 104 | H = 104 | I = 75
CCOC(=O)NNC(=S)Nc1sc2c(c1C(=O)OCC)CCN(C(=O)OCC)C2
  A = 102 | B = 108 | C = · | D = 87 | E = 101 | F = 107 | G = 98 | H = 103 | I = 76
CC(=O)N1N=C(c2cccc(Nc3ccncc3)c2)CC1c1ccc2c(c1)OCO2 (stereo not drawn)
  A = · | B = 101 | C = 82 | D = 71 | E = 81 | F = 98 | G = 83 | H = -93* | I = 84
CCn1c(=O)c2ncnnc2n(CC)c1=O
  A = · | B = 97 | C = 79 | D = 112 | E = 102 | F = 104 | G = 102 | H = 111 | I = 78

A draw from above in order of molar mass, descending:
Short forms – A = RXF 393; B = ACHN; C = CAKI-1; D = A498; E = SN12C; F = TK-10; G = U251; H = 786-0; I = UO-31
CCN1[C@@H]2CC[C@H]1/C(=C\c1cc(OC)ccc1OC)C1=C2[C@@H](c2cc(OC)ccc2OC)C(C#N)=C(N)O1
  A = 105 | B = 105 | C = 101 | D = 84 | E = 100 | F = 107 | G = 97 | H = 92 | I = 80
COc1ccc2cc(-c3ccnc4c(N=Nc5ccc(C)cc5)c(-c5ccccc5)nn34)ccc2c1
  A = 65 | B = 97 | C = 84 | D = 79 | E = 89 | F = 90 | G = 73 | H = 71 | I = 66
CC(C)Oc1ccc(/C(O)=C2\C(=O)C(=O)N(c3nccs3)C2c2ccc(F)cc2)cc1 (stereo not drawn)
  A = 118 | B = 81 | C = 86 | D = 79 | E = 102 | F = 115 | G = 88 | H = 95 | I = 102
CC(=O)N1N=C(c2cccc(Nc3ccncc3)c2)CC1c1ccc2c(c1)OCO2 (stereo not drawn)
  A = · | B = 101 | C = 82 | D = 71 | E = 81 | F = 98 | G = 83 | H = -93* | I = 84
O=C(Nc1cccc(C(F)(F)F)c1)c1cc(-c2ccc(F)cc2F)ccc1O
  A = -26* | B = 5.7* | C = -21* | D = -39* | E = 2.1* | F = 13 | G = 10 | H = 15 | I = -14*
N#CCCOCNC(=O)NCOCCC#N
  A = 104 | B = 108 | C = 106 | D = 131 | E = 110 | F = 116 | G = 104 | H = 104 | I = 75
Cc1ccccc1S(=O)(=O)O
  A = 105 | B = 103 | C = 95 | D = 96 | E = 103 | F = 117 | G = 100 | H = 105 | I = 93

(more compounds)
Short forms – A = RXF 393; B = ACHN; C = CAKI-1; D = A498; E = SN12C; F = TK-10; G = U251; H = 786-0; I = UO-31
CN(C)COC(=S)SC(=O)Oc1ccc(Cl)cc1
  A = 104 | B = 108 | C = 103 | D = 98 | E = 101 | F = 91 | G = 89 | H = 107 | I = 94
CCOC(=O)/C=C/c1ccc(Br)cc1
  A = · | B = 95 | C = 98 | D = 98 | E = 99 | F = · | G = 92 | H = 101 | I = 89
Cc1cc(=O)n2n1-c1ccc(C(F)(F)F)cc1NC(=O)C2
  A = 110 | B = 92 | C = 99 | D = 125 | E = 98 | F = 101 | G = 100 | H = 111 | I = 81
COc1cccc(C2N=NC3=C(CCCC3)N2O)c1O (stereo not drawn)
  A = 108 | B = 101 | C = 91 | D = 104 | E = 100 | F = 116 | G = 93 | H = · | I = 80
COc1cc(/C=N/Nc2nc(-c3cc(O)c(C)c(C)c3O)cs2)ccc1O
  A = 115 | B = 101 | C = 91 | D = 116 | E = 96 | F = 117 | G = 107 | H = 104 | I = 84
CC(=O)c1ccccc1NC(=O)C(C)(c1ccccc1)c1ccccc1
  A = · | B = 84 | C = 108 | D = -18* | E = 108 | F = 110 | G = 92 | H = 92 | I = 82
CCCCCCNC(=O)/C(=C/c1ccc(OC)cc1)NC(=O)c1ccccc1
  A = 103 | B = 103 | C = 101 | D = 97 | E = 100 | F = 106 | G = 91 | H = 96 | I = 91
COC(=O)[C@]1(C(C)C)N[C@H](c2cn(-c3ccccc3)nc2C)[C@@H]2C(=O)N(c3ccc(Cl)cc3)C(=O)[C@@H]21
  A = 130 | B = 92 | C = 75 | D = 85 | E = 101 | F = 104 | G = 102 | H = 94 | I = 80
Cc1ccc2nc(Cl)c(/C=C3\SC(=O)NC3=O)cc2c1
  A = 80 | B = 95 | C = 85 | D = · | E = 92 | F = 97 | G = 93 | H = 83 | I = 73
Cc1ccc2nc(C)cc(C)c2c1
  A = 129 | B = 97 | C = 107 | D = 96 | E = 99 | F = 105 | G = 94 | H = 98 | I = 99
C=C(C)[C@@H]1CC[C@]2(COC(=O)c3ccco3)CC[C@]3(C)[C@H](CC[C@@H]4[C@@]5(C)CC[C@H](OC(=O)c6ccco6)C(C)(C)[C@@H]5CC[C@]43C)[C@@H]12
  A = 118 | B = 106 | C = 97 | D = 117 | E = 118 | F = 107 | G = 100 | H = 107 | I = 96
O=C(Cc1cccc(-c2ccco2)c1)N1C(=O)OC[C@@H]1Cc1ccccc1
  A = 92 | B = 106 | C = · | D = 84 | E = 98 | F = 91 | G = 94 | H = 95 | I = 86
Cn1c(=O)oc2ccc(S(=O)(=O)Nc3ccc(Cl)cc3[N+](=O)[O-])cc21
  A = 109 | B = 103 | C = 97 | D = 99 | E = 96 | F = 113 | G = · | H = 107 | I = 78
Cc1c(C(=O)OCCO)cc(-c2ccc(Cl)cc2)n1-c1cccc(O)c1
  A = 99 | B = 90 | C = 99 | D = 83 | E = 96 | F = 105 | G = 93 | H = 100 | I = 78
Cn1c(=O)c2[nH]c(C3CC3)nc2n(C)c1=O
  A = 129 | B = 105 | C = 97 | D = 104 | E = 94 | F = 108 | G = 95 | H = 103 | I = 109
CC(=O)Oc1ccc(OCc2ccccc2)cc1
  A = 95 | B = · | C = · | D = 111 | E = 94 | F = 89 | G = 92 | H = 97 | I = 83
CCc1ccc(NC(=O)N[C@@H](Cc2cc(F)cc(F)c2)C(=O)N[C@@H]2C(=O)N3C[C@H](O)C[C@H]3C(=O)N3CCOC[C@H]3C(=O)N[C@@H](C)C(=O)N3C[C@H](C)C[C@H]3C(=O)O[C@H]2C)cc1
  A = 88 | B = 103 | C = 84 | D = 39 | E = 24 | F = 96 | G = 25 | H = 89 | I = 79
NC(=O)N1N=C(c2ccccc2)CC=C1c1ccccc1
  A = 116 | B = 94 | C = 66 | D = 97 | E = 93 | F = 92 | G = 93 | H = 100 | I = 76
Cc1ccc(S(=O)(=O)OCCCCCCOS(=O)(=O)c2ccc(C)cc2)cc1
  A = 112 | B = 99 | C = 99 | D = 96 | E = 95 | F = 102 | G = 91 | H = 101 | I = 84
CC/C=C\C[C@H](O)C/C=C1/C(=O)C=C[C@@]1(C)C/C=C\CCCC(=O)OC
  A = 115 | B = 101 | C = 97 | D = 97 | E = · | F = 96 | G = 94 | H = 100 | I = 92
CN(C)Cc1cc(Br)c(O)c(Br)c1
  A = 104 | B = 98 | C = · | D = 93 | E = 99 | F = 89 | G = 104 | H = 99 | I = 88
O=C(O)CCN(Cl)Cl
  A = · | B = 103 | C = 93 | D = 118 | E = 113 | F = 101 | G = · | H = 102 | I = 92
COC(=O)CCCNS(=O)(=O)c1cc(C(=O)Nc2ccc(NC(=O)c3cc(S(=O)(=O)NCCCC(=O)OC)c(O)c(O)c3O)cc2)c(O)c(O)c1O
  A = 107 | B = 109 | C = · | D = 104 | E = 85 | F = 95 | G = 70 | H = 112 | I = 83
COc1cc(-c2nc3ccccc3s2)ccc1NC(=O)COc1ccc(Cl)cc1
  A = 66 | B = 40 | C = 6.4* | D = 97 | E = 59 | F = 36 | G = 42 | H = 17 | I = 47
C=CCNC(N)=S
  A = 106 | B = 100 | C = 95 | D = 89 | E = 97 | F = 104 | G = 108 | H = 117 | I = 87
O=C1CCC(C(=O)N/N=C/c2c(F)c(F)c(F)c(F)c2F)N1 (stereo not drawn)
  A = 106 | B = 99 | C = 96 | D = 116 | E = 95 | F = 102 | G = 100 | H = 101 | I = 85
Cc1ccc(CCC(C)c2ccc(C)cc2)cc1 (stereo not drawn)
  A = 104 | B = 107 | C = 98 | D = 104 | E = 93 | F = 103 | G = 95 | H = 106 | I = 101
COc1ccc(C=O)c(C)c1
  A = 101 | B = 101 | C = 95 | D = 118 | E = 103 | F = 108 | G = 100 | H = 101 | I = 92
Cc1ncc([N+](=O)[O-])n1CC(O)CCl (stereo not drawn)
  A = 122&91 | B = 96&100 | C = 97&93 | D = 115&108 | E = 103&92 | F = 104&137 | G = 101&82 | H = 99&105 | I = 88&95
